mcGAS lum – blocks mouse cGAS activity | Q8C6L5 | recombinant cGAS, Kinase-Glo ATP depletion luminescence | inhibition, % at 12.5 µM | actives 0.15% (n = 160,000);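 also: 0% = negative control wells and 100% = reference inhibitor with no enzyme activity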
hcGAS inh – human cGAS inhibition; recombinant h-cGAS, ATP depletion, Kinase-Glo luminescence; Q8N884; inhibition, % at 12.5 µM; actives 0.081% (n = 290,000);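 also: 0% = vehicle reaction and 100% = reaction without DNA for no activity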
Target sequence (Q8N884 whole entry, looked up): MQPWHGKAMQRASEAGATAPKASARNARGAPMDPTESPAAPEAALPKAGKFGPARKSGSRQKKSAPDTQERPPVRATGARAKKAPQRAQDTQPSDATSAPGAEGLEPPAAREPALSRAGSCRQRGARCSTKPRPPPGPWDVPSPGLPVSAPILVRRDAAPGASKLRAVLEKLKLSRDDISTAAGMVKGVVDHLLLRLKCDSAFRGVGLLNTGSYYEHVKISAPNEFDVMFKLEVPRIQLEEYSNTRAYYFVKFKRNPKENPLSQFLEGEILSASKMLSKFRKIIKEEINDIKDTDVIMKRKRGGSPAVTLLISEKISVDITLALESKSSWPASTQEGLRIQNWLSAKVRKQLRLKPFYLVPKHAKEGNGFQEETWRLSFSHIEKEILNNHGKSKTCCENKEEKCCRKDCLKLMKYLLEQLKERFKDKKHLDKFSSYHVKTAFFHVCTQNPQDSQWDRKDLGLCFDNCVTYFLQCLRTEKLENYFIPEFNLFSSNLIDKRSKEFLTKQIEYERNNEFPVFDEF
NPYLR7 ag – mosquito NPYLR7 agonism; actives 0.15% (n = 270,000); HEK293T NPYLR7/Galpha15, GCaMP6s calcium fluorescence; activation, % at 10 µM; in the data active = activation above about 40%;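 also: 0% = vehicle and 100% = reference agonist at the receptor; some compounds past the cut are filed as inactive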
Active calls of the source: *; / = no result given. Rule as the data show it, unless noted: active = inhibition above about 40%; inactive = the rest.

Value order – mcGAS lum	hcGAS inh	NPYLR7 ag
- COC(=O)CCc1c(C)nn(-c2ccc(C(=O)NC(c3ccccc3)c3ccccn3)cc2)c1C (stereo not drawn)
    -0.3	-0.4	-8.1
- O=S(=O)(NC1CCC(c2ccccc2)CC1)c1cccs1 (stereo not drawn)
    /	-0.2	-1.4
- CCOC(=NC(C)CCCN(CC)CC)NC(=O)c1cccc(OC)c1 (stereo not drawn)
    -4.3	-8.6	10.4
- O=c1n(Cc2cccc(F)c2F)nc(C2CCNCC2)n1Cc1ccccc1
    /	-5.4	3.7
- O=C(CNC(=O)c1ccccn1)Nc1cc(Cl)ccc1Cl
    -6.4	-4.9	8.3
- CCC(C)N(Cc1cc(NC(=O)c2cccc(F)c2)ccc1N(C)C)C(=O)Nc1cccc(F)c1 (stereo not drawn)
    -4.0	-3.0	7.1
- O=C(NCc1ccc(F)cc1)N(Cc1ccoc1)CC(F)(F)F
    -5.8	-5.5	-7.2
- CCOC(=O)c1cc(C2CC2)n(C2CCN(C(=O)c3cccc(OC)c3)CC2)n1
    -3.4	-5.6	28.2
- O=C(O)CCC(C(=O)O)n1c(O)c(C2=c3ccccc3=NC2=O)sc1=S (stereo not drawn)
    -3.0	-5.4	0.9
- CC1Cc2nc(SCC(=O)NCC3CCCO3)n(-c3ccc(F)cc3)c(=O)c2S1 (stereo not drawn)
    /	-9.8	0.9
- CCCn1c(=NC(=O)c2nc3ccccc3s2)sc2cc(S(C)(=O)=O)ccc21
    -8.1	-8.0	4.1
- CCc1oc2ccccc2c1CN(C)CC(=O)NN1C(=O)NC2(CCCCC2)C1=O
    /	4.3	-2.7
- O=C1NCC(C(=O)NCCOc2cccc3ccccc23)N1 (stereo not drawn)
    /	-6.7	13.5
- Oc1cccc(C2c3cccn3CCCN2Cc2cc(Cl)ccc2O)c1 (stereo not drawn)
    -4.3	-2.9	0.4
- NC1=NC(=O)/C(=C\c2cc3c(cc2Cl)OCO3)S1
    -6.9	-6.6	5.6
- COC(=O)C(C)Sc1nc2c([nH]c3ccccc32)c(=O)n1C (stereo not drawn)
    -3.0	4.2	10.7
- O=C(Cc1cccs1)NC1CCN(c2ccccc2C(=O)N2CCN(C3CCCC3)CC2)CC1
    /	-6.1	-2.4
- CCN(CCN(C)CC(F)(F)F)C(=O)c1ccccc1-n1cccn1
    /	-7.5	2.3
- COc1ccc(-c2cc(C(=O)O)cc(S(=O)(=O)N3CCCCCC3)c2)cc1OC
    /	-2.2	4.0
- COCCN1CCN(c2nc(C(=O)Nc3ccccc3)cs2)C1=O
    /	-3.0	-6.0

Single records (already shown). Order of values: mcGAS lum | hcGAS inh | NPYLR7 ag
`O=C(CNC(=O)c1ccccn1)Nc1cc(Cl)ccc1Cl` across the screens: -6.4 | -4.9 | 8.3
`O=c1n(Cc2cccc(F)c2F)nc(C2CCNCC2)n1Cc1ccccc1` across the screens: / | -5.4 | 3.7
`O=S(=O)(NC1CCC(c2ccccc2)CC1)c1cccs1` (stereo not drawn) across the screens: / | -0.2 | -1.4

Back to the main list, repeating the 7 entries before the break.
Value order – mcGAS lum	hcGAS inh	NPYLR7 ag
- Oc1cccc(C2c3cccn3CCCN2Cc2cc(Cl)ccc2O)c1 (stereo not drawn)
    -4.3	-2.9	0.4
- NC1=NC(=O)/C(=C\c2cc3c(cc2Cl)OCO3)S1
    -6.9	-6.6	5.6
- COC(=O)C(C)Sc1nc2c([nH]c3ccccc32)c(=O)n1C (stereo not drawn)
    -3.0	4.2	10.7
- O=C(Cc1cccs1)NC1CCN(c2ccccc2C(=O)N2CCN(C3CCCC3)CC2)CC1
    /	-6.1	-2.4
- CCN(CCN(C)CC(F)(F)F)C(=O)c1ccccc1-n1cccn1
    /	-7.5	2.3
- COc1ccc(-c2cc(C(=O)O)cc(S(=O)(=O)N3CCCCCC3)c2)cc1OC
    /	-2.2	4.0
- COCCN1CCN(c2nc(C(=O)Nc3ccccc3)cs2)C1=O
    /	-3.0	-6.0
- CCSc1nc(CC(=O)NCCc2cnc[nH]2)cs1
    /	-7.5	5.0
- COc1nc2ccccc2cc1-c1cnc(N)c(C)c1
    /	-5.9	4.8
- CCC(COC)NC(=O)c1c(C)noc1-c1cc(OC)c(OC)c(OC)c1 (stereo not drawn)
    -7.0	-5.9	23.6
- O=C(NCC1CCS(=O)(=O)C1)c1sccc1-c1ccc(F)cc1 (stereo not drawn)
    /	-7.4	-20.2
- Cc1cc(Br)cc2c1N(C(=O)C1CCOCC1)CCC2
    /	-5.2	8.5
- NC(=O)[C@@H]1CCCN1Cc1cccc(C(=O)Nc2ccnn2C2CCCC2)c1
    -12.5	-8.4	13.6
- COc1ccc(/C=C2N=C(/C=C/c3cccc([N+](=O)[O-])c3)OC\2=O)c(OC)c1OC
    /	-1.9	-1.9
- COc1cccc(C2c3[nH]c4ccccc4c3CCN2CC2CC2)c1 (stereo not drawn)
    -4.7	-6.0	-1.4
- Cc1nnc(NC(=O)c2ccc(C)c(C)c2)s1
    -7.2	-8.4	7.5
- COc1ccc(-c2ccc(CCC(=O)NC3CCCc4ccccc43)n2-c2ccc(SC)cc2)cc1 (stereo not drawn)
    -6.3	-6.7	-4.5
- CCOC(=O)CCC(=O)N1CCN(c2nc3nccc(-c4cccc(C(F)(F)F)c4)n3n2)CC1
    -11.2	-5.0	2.0
- O=C(NC1CC(=O)N(c2ccccc2)C1)C1CC(c2ccccc2)=NO1 (stereo not drawn)
    /	-4.1	-0.3
- Cc1ccc(S(=O)(=O)N2CCC(C(=O)N3CCCc4cccc(C)c43)CC2)cc1C
    -7.2	-7.9	0.5
- CCC(=O)N1C(C(=O)NCc2ccccc2)COC12CCCC(C)C2 (stereo not drawn)
    -5.8	-6.3	5.9
- NC1=NC(=O)/C(=C/c2cc(Br)c(O)c(Br)c2)S1
    13.7	14.1	16.0
- Cc1ccc(C(=O)N[C@H](c2nnc3c(C(F)(F)F)cccn23)C(C)C)cc1[N+](=O)[O-]
    0.3	0.8	-7.5
- O=C(NC1CCN(C(=O)c2cc(-c3ccccc3)nn2-c2ccccc2)CC1)c1ccccc1
    -7.1	-7.7	4.8
- O=[N+]([O-])c1ccc(-c2csc(Nc3cccc4ccccc34)n2)cc1
    -8.7	-7.6	4.2
- Cc1cccc(NC(=O)c2nnn(Cc3ccccc3)c2N)c1
    -3.9	3.8	-0.9
- CC(c1ccccc1Cl)N(C)C(=O)Nc1ccc(S(C)(=O)=O)cc1 (stereo not drawn)
    /	1.2	-2.5

Three compounds out of the list, sorted by SMILES length, descending.
Value order – mcGAS lum	hcGAS inh	NPYLR7 ag
- CC(c1ccccc1Cl)N(C)C(=O)Nc1ccc(S(C)(=O)=O)cc1 (stereo not drawn)
    /	1.2	-2.5
- Cc1cccc(NC(=O)c2nnn(Cc3ccccc3)c2N)c1
    -3.9	3.8	-0.9
- Cc1cc(Br)cc2c1N(C(=O)C1CCOCC1)CCC2
    /	-5.2	8.5

The results go on:
Value order – mcGAS lum	hcGAS inh	NPYLR7 ag
- COc1ccc(CCNC(=O)c2c(C)noc2-c2cccnc2)cc1OC
    -5.4	-2.3	5.2
- COc1ccc(CNC(=O)c2cccnc2N2CCN(C(=O)c3sccc3C)CC2)cc1
    -4.6	-1.7	-5.1
- Cc1ccc(CSc2nccn3nc(-c4cccs4)cc23)cc1
    -5.0	-6.6	-3.7
- CCN(C)C(=O)C(C1CCCC1)N1CCN(C(=O)c2ccccc2C(F)(F)F)CC1 (stereo not drawn)
    -4.7	-6.7	10.4
- CC(=O)Nc1ccc(S(=O)(=O)Nc2c(C(C)C)cccc2C(C)C)cc1
    /	-1.4	-0.8
- O=C1Nc2ccccc2Nc2c1cc([N+](=O)[O-])cc2[N+](=O)[O-]
    -4.2	-5.8	-3.1
- COCc1cc(N2CCN(c3ccc(OC)cc3)CC2)nc(SCc2cccc(C(=O)NCc3ccncc3)c2)n1
    0.3	-1.9	-10.8
- COc1ccc(S(=O)(=O)N2CCC(NS(=O)(=O)c3c(C)c(C)c(C)c(C)c3C)CC2)cc1
    -6.3	-5.1	9.7
- CC(Cn1cccn1)c1nc(CC2CCN(C)CC2)no1 (stereo not drawn)
    -13.3	-11.2	/
- CCN1CCN(Cc2nc3c(c(=O)n(C)c(=O)n3C)n2Cc2ccc(F)cc2)CC1
    -5.3	-5.3	0.8
- Cc1nn(CC(=O)O)c2c1C(c1ccc(-c3ccccc3Cl)o1)CC(=O)N2 (stereo not drawn)
    -9.9	-1.0	6.5
- CCCc1cc(=O)n(CC(=O)NCc2ccccc2Cl)c(-n2nc(C)cc2C)n1
    -6.1	-7.1	-3.9
- COc1ccc(Cl)c2sc(N3CCN(C(C)=O)CC3)nc12
    /	-2.8	9.8
- O=C(CN1CCc2ccccc21)Nc1cc2c(cc1Cl)OCCCO2
    /	6.9	-4.3
- O=C(c1cc2c(nc1Cl)CCC2)N1CCC(n2c(=O)[nH]c3ccccc32)CC1
    1.5	2.4	5.1
- C=CCn1c(=NC(C)=O)sc2cc(OCC)ccc21
    /	-3.2	5.6
- C=C(C)C(C)(O)C#CCN1CCCCC1 (stereo not drawn)
    -3.6	-4.3	5.5
- Cc1cccc(NC(=O)NCCNc2cc(-n3ccnc3C)ncn2)c1C
    -8.0	-4.6	-16.3
- Cc1ccc(N2CCN(C(=O)C34CC5CC(CC(C5)C3)C4)CC2)cc1Cl
    /	-7.2	0.5
- COc1ncc(-c2c(-c3ccccc3)ncn2CC(C)C)cn1
    /	-1.5	2.0
- CCOc1nc(-c2ccc(C)cc2)n(-c2cccc(NC(=O)c3ccc(F)cc3)c2)n1
    -3.3	-0.8	13.6
- CC(=O)c1ccc(F)cc1-c1cc(N)nc2[nH]ccc12
    /	-4.7	1.8
- O=S(=O)(CC1CCCCO1)Oc1ccc(Oc2ccccc2)cc1 (stereo not drawn)
    /	-2.5	5.1
- COc1c(C=NNC(=O)c2cc(Br)ccc2O)sc2ccccc12
    -5.4	-4.3	-6.2
- O=C(CCn1cnc2ccccc21)N1CC[C@@H](c2ccc(F)cc2)[C@H](O)C1
    -9.7	-6.7	2.1
- Cc1ccc(-n2ncc3c(C)nnc(SCC(=O)Nc4ccc5c(c4)OCCO5)c32)cc1C
    -8.9	-5.7	-4.1
- Cc1c(C(=O)N2CCN(C(=O)Cc3cccs3)CC2)cc(-c2ccccc2)n1-c1ccc(F)cc1F
    -5.2	-6.3	-10.0
- CO[C@H]1CN(C(=O)C2CCC2)[C@H]2Cc3c(oc4ccccc34)[C@@H]1C2
    -10.1	-3.2	13.2
- COc1ccc(OC)c(N2CCN(C(=O)Nc3cccc(Cl)c3)C(C)C2=O)c1 (stereo not drawn)
    /	-5.2	-1.3
- c1cncc(-c2nccn2Cc2ccc(-n3cncn3)cc2)c1
    -19.2	0.2	30.1
- O=C1OC(c2ccc(C(F)(F)F)cc2)=NC1=Cc1ccc(N2CCCC2)c([N+](=O)[O-])c1
    /	-1.4	3.7
- O=C1CC(c2nc3ccccc3[nH]2)CN1CCc1ccccc1 (stereo not drawn)
    -3.5	-8.5	1.7
- CC(C)CNC(=O)CN1CCCC1COc1ccc(Cl)cc1 (stereo not drawn)
    /	-10.0	1.9
- COCCC1(C(=O)NC2CCCC(C(=O)NC3CC3)C2)CCCC1 (stereo not drawn)
    -14.9	-16.8	5.0
- COc1ccc(-c2cnc(-c3ccc(CNC(=O)c4cc(F)cc(C(F)(F)F)c4)cc3)[nH]2)cc1
    -7.2	-5.1	3.7
- CCOC(=O)c1ccc(Nc2nnc(-c3cc4c(ccc5ccccc54)oc3=O)s2)cc1
    -1.8	1.5	-7.6
- CCOC(=O)C1C(=O)C=C(c2ccc(OC)cc2)CC1c1cc(OC)ccc1OC (stereo not drawn)
    -4.5	-6.8	9.5
- CCOc1ccc(CN(CC)CC(=O)N2c3ccccc3NC(=O)CC2C)cc1OC (stereo not drawn)
    /	-5.4	0.8
- CN(Cc1ccccc1)c1cc(Cl)nc(SCc2cccc(C(=O)NCc3ccc4c(c3)OCO4)c2)n1
    -0.4	4.5	/
- CC(c1ccc(S(C)(=O)=O)cc1)N(C)Cc1ncc(Cl)n1C (stereo not drawn)
    /	0.8	-0.6

Screening data: PubChem, Fisher Drug Discovery Resource Center
